Compound activity deposited in PubChem BioAssay by The Scripps Research Institute Molecular Screening Center.
ADAM10 inh: ADAM10 inhibition, QFRET primary screen; AID 720582; inhibition, % at 7 µM; O14672; recombinant ADAM10, EDANS/DABCYL FRET peptide cleavage, 3 h; 370,000 compounds, 0.62% hits;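 active means inhibition above a per-campaign cutoff equal to the mean of compounds falling between control-based bounds plus 3 SD, cut at about 20% in these data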;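 further: 0% = DMSO wells while the 100% control is not disclosed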
PLCg1 inh: PLC-gamma1 (human) inhibition, primary screen; P19174; purified PLC-gamma1, fluorogenic substrate, fluorescence; inhibition, % at 12.2 µM; 370,000 compounds, 0.84% hits; AID 720700; in the data active means inhibition above about 9.5%
DDE Tn7 FP inh: disrupts Tn7 cyclic peptide binding to fibrin D-Dimer-E complex | 370,000 compounds, 0.13% hits | FP displacement of FITC-Tn7 peptide from fibrin DD(E); 0% = median of compound wells per plate | P02675 | AID 720508 | inhibition, % at 8.3 µM;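 active means inhibition above the mean of compounds falling within the control limits plus 3 SD of them, cut at about 14% in these data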;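 further: 0% = plate median of compound wells and 100% = 10 µM Aha-Tn7 peptide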
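Test system: human clot-derived fibrin DD(E) complex / Quantity: 2 µM final DD(E) protein / Incubation: 10 min plus 3 h, room temperature / Measured by: fluorescence polarization / Benchmarks: high control of 10 µM Aha-Tn7 peptide / Replicates: singlicate testing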
ASAP1 GAP inh: inhibitors of human ASAP1 ArfGAP activity | ASAP1-stimulated ARF1 GTP hydrolysis, GDP FP detection | AID 624377 | 360,000 compounds, 0.19% hits | inhibition, % at 16.5 µM | Q9ULH1; in the data active means inhibition above about 25%;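 further: 0% = vehicle with enzyme and substrate and 100% = no enzyme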
Tn6 DDE FP: disrupts Tn6 cyclic peptide binding to fibrin D-Dimer-E complex; Fibrin DD(E) TRITC-Tn6 fluorescence polarization displacement; inhibition, % at 8.3 µM; 370,000 compounds, 0.21% hits; AID 720509;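 active means inhibition above a per-campaign cutoff: mean of compounds within control limits plus 3 SD, cut at about 15% in these data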;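 further: 0% = median of all compound wells on the plate and 100% = blocking peptide control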
TDP2 absorb: TDP2 (human) inhibition, absorbance primary screen | O95551 | 370,000 compounds, 0.34% hits | AID 720702 | inhibition, % at 12.8 µM | recombinant TDP2, T5PNP hydrolysis, p-nitrophenol absorbance 415 nm;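 active means inhibition above the mean of all tested compounds plus 3 SD, set per campaign, cut at about 25% in these data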;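 further: 0% = DMSO with enzyme and 100% = buffer with substrate but no TDP2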
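System – recombinant human TDP2 · Amount – 120 nM TDP2 per well · Buffer or medium – Mg2+-containing Tris-HCl buffer, pH 7.5 · Reagent – T5PNP substrate, 5 mM · Dosing – 12.8 µM single point, 1% DMSO · Incubation – 2 h at 37 °C · Measured by – epi absorbance · Read-out basis – percent inhibition · Benchmarks – high control without enzyme, low control DMSO plus TDP2 · Repeats – singlicate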
ARFGAP1 inhibitor: rat ARFGAP1 inhibition | Q62848 | Arfgap1-stimulated ARF1 GTP hydrolysis, GDP FP detection | inhibition, % at 16.5 µM | 360,000 compounds, 0.26% hits;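 active means inhibition above a per-plate limit, mean inhibition of low control wells plus 3 SD, cut at about 25% in these data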;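 further: 0% = DMSO wells with enzyme and 100% = wells lacking Arfgap1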
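material = rat Arfgap1 catalytic domain, aa 1-136 | also added = human ARF1(Δ1-17)-GTP substrate | compound dosing = one concentration, 16.5 µM, DMSO 1.26% | times = GTP hydrolysis reaction 2 h at 25 °C | measured by = FP, GDP Alexa 633 tracer displaced from anti-GDP antibody, 620/688 nm | evaluation = percent inhibition of Arfgap1-stimulated GTP hydrolysis | replication = single well per compound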
PLC-beta3 inh: blocks human PLC-beta3 enzyme activity; Purified PLC-beta3, fluorogenic substrate, fluorescence; inhibition, % at 12.2 µM; 370,000 compounds, 0.18% hits; AID 720704; in the data active means inhibition above about 11%;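 further: 0% = median of compound wells on plate and 100% = full blocker control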
Target sequence (Q01970 whole entry, looked up): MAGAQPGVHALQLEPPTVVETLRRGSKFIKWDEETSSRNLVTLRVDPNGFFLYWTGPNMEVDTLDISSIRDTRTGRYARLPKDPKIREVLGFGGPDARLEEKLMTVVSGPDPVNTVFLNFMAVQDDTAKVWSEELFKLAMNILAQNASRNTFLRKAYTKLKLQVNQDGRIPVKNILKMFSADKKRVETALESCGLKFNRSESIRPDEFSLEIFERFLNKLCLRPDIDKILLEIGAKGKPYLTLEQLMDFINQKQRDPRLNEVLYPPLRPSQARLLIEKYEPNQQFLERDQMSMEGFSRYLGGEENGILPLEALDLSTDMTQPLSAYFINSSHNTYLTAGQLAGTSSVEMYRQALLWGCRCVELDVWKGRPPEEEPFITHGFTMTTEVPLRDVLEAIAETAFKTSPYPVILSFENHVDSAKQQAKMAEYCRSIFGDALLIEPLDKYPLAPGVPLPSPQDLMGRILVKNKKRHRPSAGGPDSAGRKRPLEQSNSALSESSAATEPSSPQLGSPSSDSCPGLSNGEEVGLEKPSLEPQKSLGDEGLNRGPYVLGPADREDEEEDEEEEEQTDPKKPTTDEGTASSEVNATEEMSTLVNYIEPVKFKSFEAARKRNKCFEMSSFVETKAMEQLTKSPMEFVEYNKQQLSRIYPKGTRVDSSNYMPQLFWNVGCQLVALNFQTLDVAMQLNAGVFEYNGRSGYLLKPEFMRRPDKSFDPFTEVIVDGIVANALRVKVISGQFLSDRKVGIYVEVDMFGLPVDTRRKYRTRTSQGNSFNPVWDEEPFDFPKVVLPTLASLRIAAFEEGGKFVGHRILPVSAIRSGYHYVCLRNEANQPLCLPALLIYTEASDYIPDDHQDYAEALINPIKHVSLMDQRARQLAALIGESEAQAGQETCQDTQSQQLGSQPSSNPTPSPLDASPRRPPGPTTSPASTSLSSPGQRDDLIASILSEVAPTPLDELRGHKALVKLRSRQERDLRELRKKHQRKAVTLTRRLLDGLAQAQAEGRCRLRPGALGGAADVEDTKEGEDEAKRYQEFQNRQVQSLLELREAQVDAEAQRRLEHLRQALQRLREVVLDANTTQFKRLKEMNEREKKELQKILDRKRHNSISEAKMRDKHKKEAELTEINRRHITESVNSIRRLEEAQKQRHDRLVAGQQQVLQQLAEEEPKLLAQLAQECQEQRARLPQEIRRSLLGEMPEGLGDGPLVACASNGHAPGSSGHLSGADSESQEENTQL
ADAM17 inh: inhibitors of human ADAM17; P78536; recombinant ADAM17, EDANS/DABCYL FRET peptide cleavage; inhibition, % at 6.95 µM; 370,000 compounds, 0.83% hits;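 active means inhibition above the mean of compounds lying between control limits plus 3 SD, set per campaign, cut at about 8.5% in these data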;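 further: 0% = DMSO-only wells as the low control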
SIAE primary: human SIAE inhibition, primary screen; AID 1053197; 370,000 compounds, 0.69% hits; inhibition, % at 9.66 µM; SIAE FP-Rh probe binding, fluorescence polarization;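 active means inhibition above a cutoff: mean of compounds within the control limits plus 3 SD of those, cut at about 17% in these data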;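 further: 0% = plate median of compound wells and 100% = probe without SIAE protein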
Starred values were filed as active, the others as inactive; · = no result given.

item	smiles	ADAM10 inh	PLCg1 inh	DDE Tn7 FP inh	ASAP1 GAP inh	Tn6 DDE FP	TDP2 absorb	ARFGAP1 inhibitor	PLC-beta3 inh	ADAM17 inh	SIAE primary
1	CC1CC1c1ccc(/C=C(\C#N)C(=O)Nc2ccccc2Cl)o1 (stereo not given)	-1	-100	6	-3	1	-1	-1	-121	-2	-8
2	CCOC(=O)C(=O)N1CCN(CC)CC1	-5	0	-1	-1	2	14	-1	0	-3	-4
3	CCCC1=C(C(=O)OCC)C(c2cc(Cl)cc(OC)c2OCC(=O)OCC)NC(=O)N1 (stereo not given)	6	-1	-1	10	0	2	1	-3	-3	5
4	O=C(NC(Nc1nc2ccc([N+](=O)[O-])cc2s1)(C(F)(F)F)C(F)(F)F)c1ccccc1	-2	1	5	-5	4	0	-3	-2	-1	-1
5	Cc1ccc(N=C/C(C(=O)C(F)(F)F)=C(\O)c2ccco2)cc1Cl	-6	-28	8	2	9	-7	2	-28	-2	-1
6	O=C(CNC(=O)c1ccc2c(c1)OCCO2)N/N=C/c1ccc(Cl)cc1	5	0	3	8	-6	-10	-1	0	2	-3
7	Cc1c(NC(=O)COC(=O)Cc2ccc(F)cc2)c(=O)n(-c2ccccc2)n1C	-4	2	0	-4	0	7	7	-4	-1	3
8	Cc1nn(C(C)C(=O)NCc2ccco2)c(C)c1[N+](=O)[O-] (stereo not given)	-2	4	-1	11	-6	3	-10	-3	-2	4
9	Nc1ncnc2c1ncn2[C@@H]1O[C@H](C(=O)NS(=O)(=O)c2cccc(F)c2)[C@@H](O)[C@H]1O	-11	2	-2	-1	-10	-3	12	5	-4	-4
10	COc1ccc(C(=O)OCC(=O)NCCc2ccc(F)cc2)cc1S(=O)(=O)N1CCOCC1	-14	4	7	16	-1	6	13	-8	-4	3
11	Nc1nc(SCC(=O)N2CCCc3ccccc32)n(-c2ccccc2)n1	1	2	-4	-5	-2	6	-5	1	-2	-2
12	CN(c1ccc(OCC(=O)Nc2ccc(S(N)(=O)=O)cc2)cc1)S(=O)(=O)c1ccc(F)cc1	-3	1	-1	4	-7	4	13	-7	-2	-6
13	CCN(CC(=O)Nc1c(F)cccc1F)C(=O)Cc1ccsc1	-12	-2	9	7	0	8	-10	-7	-1	8
14	c1ccc(CCc2nn3c(-c4ccncc4)nnc3s2)cc1	7	1	4	-1	8	4	-6	4	-1	1
15	Brc1ccccc1-c1cnco1	3	2	8	-8	4	-16	2	-3	0	3

Further records:
item	smiles	ADAM10 inh	PLCg1 inh	DDE Tn7 FP inh	ASAP1 GAP inh	Tn6 DDE FP	TDP2 absorb	ARFGAP1 inhibitor	PLC-beta3 inh	ADAM17 inh	SIAE primary
16	NC(=O)c1c(NC(=O)CN2C(=O)NC(Cc3ccccc3)C2=O)sc2c1CCC2 (stereo not given)	-10	-10	5	-17	7	16	-1	-22	-3	-2
17	COc1ccc(/C=N\Nc2ccc([N+](=O)[O-])cc2)c(C(=O)O)c1OC	-11	-23	1	5	-3	-3	-1	-35	-7	0
18	O=C(CNc1cc(S(=O)(=O)N2CCOCC2)ccc1N1CCCC1)Nc1ccc(Cl)cc1	-8	-6	-3	7	-9	-10	-9	-14	-3	4
19	Cc1ccc(NC(=O)CN(C)C(=O)c2cccc(S(=O)(=O)NCc3ccco3)c2)cc1	-7	0	-2	4	4	1	8	2	-3	3
20	CC(C)Nc1cc(C(F)(F)F)nc(-c2ccccn2)n1	-4	-2	0	7	-1	18	1	-3	-2	-3
21	CC(C)(C)OC(=O)NCCCC[C@H](NC(=O)c1nc[nH]c1C(=O)N1CCN(c2ccccc2)CC1)C(=O)OC(C)(C)C	13	2	-5	21	-7	-13	4	0	-41	-2
22	CCOc1ncccc1C(=O)OCC(=O)Nc1cc(S(=O)(=O)N2CCOCC2)ccc1C	1	5	-1	4	14	-5	-1	7	3	10
23	Cc1ccc(C(=O)OCC(=O)NCc2cc(C)c(O)c(C)c2)cc1S(=O)(=O)N1CCCCC1	-4	-1	1	1	-1	3	0	-6	0	8
24	CSc1ccc(/C=C/C(=O)N2CCCN(C)CC2)cc1	-302	-126	-7	1	-3	8	10	-152	-103	7
25	CCC(CC)C(=O)N=C1SC2CS(=O)(=O)CC2N1CCc1ccc(OC)cc1 (stereo not given)	9	2	3	17	-6	-1	-3	3	-1	1
26	N=c1c(S(=O)(=O)c2ccc(Br)cc2)cc2c(=O)n3ccccc3nc2n1Cc1ccccc1	-14	-5	5	7	3	12	5	-15	-7	1
27	COc1ccc(C2C(C#N)=C(N)Oc3cc(C)n(Cc4ccncc4)c(=O)c32)cc1 (stereo not given)	-10	-13	4	-1	0	3	0	-21	-6	5
28	O=S(=O)(c1cccc(Cl)c1)N1CCN(S(=O)(=O)c2ccc3c(c2)OCCO3)CC1	12	6	-5	9	-6	-18	13	7	10*	-11
29	CCNc1nc(-c2cc(C)n(Cc3ccco3)c2C)cs1	-9	-24	1	12	0	6	16	-29	-6	2
30	CC12CC(NC(=O)N1CCc1ccccc1)c1cc(Cl)ccc1O2 (stereo not given)	6	0	0	-12	4	0	-7	0	-2	4

7 entries already listed, ordered by the value under ADAM17 inh, rising.
item	smiles	ADAM10 inh	PLCg1 inh	DDE Tn7 FP inh	ASAP1 GAP inh	Tn6 DDE FP	TDP2 absorb	ARFGAP1 inhibitor	PLC-beta3 inh	ADAM17 inh	SIAE primary
24	CSc1ccc(/C=C/C(=O)N2CCCN(C)CC2)cc1	-302	-126	-7	1	-3	8	10	-152	-103	7
21	CC(C)(C)OC(=O)NCCCC[C@H](NC(=O)c1nc[nH]c1C(=O)N1CCN(c2ccccc2)CC1)C(=O)OC(C)(C)C	13	2	-5	21	-7	-13	4	0	-41	-2
17	COc1ccc(/C=N\Nc2ccc([N+](=O)[O-])cc2)c(C(=O)O)c1OC	-11	-23	1	5	-3	-3	-1	-35	-7	0
16	NC(=O)c1c(NC(=O)CN2C(=O)NC(Cc3ccccc3)C2=O)sc2c1CCC2 (stereo not given)	-10	-10	5	-17	7	16	-1	-22	-3	-2
20	CC(C)Nc1cc(C(F)(F)F)nc(-c2ccccn2)n1	-4	-2	0	7	-1	18	1	-3	-2	-3
25	CCC(CC)C(=O)N=C1SC2CS(=O)(=O)CC2N1CCc1ccc(OC)cc1 (stereo not given)	9	2	3	17	-6	-1	-3	3	-1	1
22	CCOc1ncccc1C(=O)OCC(=O)Nc1cc(S(=O)(=O)N2CCOCC2)ccc1C	1	5	-1	4	14	-5	-1	7	3	10

Other compounds.
item	smiles	ADAM10 inh	PLCg1 inh	DDE Tn7 FP inh	ASAP1 GAP inh	Tn6 DDE FP	TDP2 absorb	ARFGAP1 inhibitor	PLC-beta3 inh	ADAM17 inh	SIAE primary
31	O=C(c1ccccc1)N(Cc1ccccc1)c1ccccn1	-4	-1	1	-22	2	-5	-12	3	-1	2
32	CC(=O)NC12CC3CC(C1)CC(C(=O)N1CCN(S(=O)(=O)c4ccccc4[N+](=O)[O-])CC1)(C3)C2	-9	0	0	-4	5	8	-12	-3	-6	-6
33	CCCCn1c(N)c(N(CC(C)C)C(=O)COc2cc(C)ccc2Cl)c(=O)[nH]c1=O	-8	2	-10	-19	1	11	9	-4	-3	1
34	Cc1cccc(CS(=O)(=O)c2ncc(Cl)c(C(=O)NCc3ccccc3)n2)c1	-7	-1	1	9	-4	-3	9	-8	-6	4
35	COc1ccc(NC(=O)[C@@H](NC(N)=O)C(C)C)cc1Cl	-4	0	8	-11	-6	4	2	3	2	3
36	Cc1cccc(N=C2CCCC2C(=O)Nc2cccc(C)c2C)c1C (stereo not given)	-3	-3	-4	2	-6	5	10	0	-2	3
37	O=C(CSc1ccccn1)Nc1ccc2[nH]c(=O)[nH]c2c1	-4	0	-7	11	-2	1	2	-9	-1	0
38	CC1=C(Sc2ccccn2)C(=O)NC(C)(C)C1	2	-1	0	20	-3	-4	11	4	0	1
39	COCCCn1cnnc1SC(C)C(=O)Nc1ccc(S(=O)(=O)N2CCOCC2)cc1 (stereo not given)	-8	3	-4	2	-2	5	9	-3	-4	3
40	O=C(Nc1ccccc1F)c1ccc(-n2cncn2)nc1	-4	4	3	-4	-5	1	3	4	1	9
41	C/C(=N\NC(N)=S)c1cccnc1	-8	0	1	3	-2	-13	13	-9	-1	1
42	O=C(O)c1cc2c(cc1NC(=O)c1ccccc1OC(F)F)OCCCO2	-3	1	-5	-3	-6	13	0	-9	0	1
43	O=[N+]([O-])c1ccc(C=NN=Cc2ccc([N+](=O)[O-])cc2)cc1	-9	-1	-4	9	2	-5	5	-1	-2	-5
44	O=C(Nc1ccc(Oc2ccccc2)cc1)C1CCN(c2ncccn2)CC1	-14	4	-1	11	-9	-10	-3	-2	-6	-4
45	Nc1nc(NCCCN2CCOCC2)nc(Nc2ccc(Cl)cc2)c1[N+](=O)[O-]	-6	1	2	11	-11	5	10	-3	-4	-5

(more compounds)
item	smiles	ADAM10 inh	PLCg1 inh	DDE Tn7 FP inh	ASAP1 GAP inh	Tn6 DDE FP	TDP2 absorb	ARFGAP1 inhibitor	PLC-beta3 inh	ADAM17 inh	SIAE primary
46	CCN(CC)CCCNC(=O)c1ccc(Cl)c(S(=O)(=O)Nc2ccccc2OC)c1	-6	0	11	7	1	3	4	-2	-1	-6
47	C=CCN1C(=NC(=O)CCCC(=O)O)SC2CS(=O)(=O)CC21 (stereo not given)	7	2	2	1	3	6	-6	-6	-2	-4
48	O=C(Cn1cc(C(=O)c2ccco2)c2ccccc21)NC1CCCC1	9	-3	0	11	-7	1	3	-8	0	2
49	CC(=O)NS(=O)(=O)c1ccc(NC(=O)c2ccc(S(=O)(=O)N3CCCC3)cc2)cc1	5	9	5	-8	4	2	10	-2	5	-2
50	Cc1cc(C)cc(Oc2ccccc2/C=N\O)c1	11	-1	12	-18	3	1	2	-3	0	1
51	C#CCN(C)S(=O)(=O)c1ccc(N2CCCC2)cc1Br	2	-1	4	·	-4	2	·	0	0	0
